Screening results from PubChem.
LGR2 antag: blocks bursicon-induced cAMP signaling via Drosophila LGR2 | HEK293 LGR2, CRE-luciferase, bursicon-stimulated, 4 h | inhibition, % at 9.99 µM | AID 720647 | hit rate 0.35% among 380,000;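 active means drop in luminescence signal, shown as inhibition above about 50% in the replicate tests, limit read from the data, passing the limit was not always enough; inconclusive means probably only some replicates passing the limit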;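 further: agonist challenge used bursicon conditioned medium at about half maximal strength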
Numbers without * were called inactive; ? = inconclusive. This is a subset. The share of hits here may be higher or lower than overall.

SMILES	LGR2 antag
CCCc1n[nH]c2c1/C(=N/O)CC(c1ccccc1)C2 (centres undefined)	-14
C/C(=N\NC(=S)NCc1ccccc1)c1ccc2ccccc2c1	2
Cc1nnc(N2C(=O)c3cccc4cccc(c34)C2=O)s1	11
Cc1ccc(-c2cc(C(=O)Nc3ccc(S(=O)(=O)Nc4ncccn4)cc3)c3ccccc3n2)cc1	29
Cn1cccc1/C=N/n1c(-c2ccc(Cl)cc2)n[nH]c1=S	7
CCC(C)(C(=O)NC1CCCC1)N(Cc1cccs1)C(=O)c1ccc2c(c1)OCO2 (centres undefined)	4
CCC1CC2(C)NC(=O)c3c(sc4c3CC(C)(C)OC4)N2C1=O (centres undefined)	-5
Clc1ccccc1-c1nc2ccccc2c2nc3ccccc3n12	-10
COc1ccc2c3c([nH]c2c1)[C@@H](CO)N(S(C)(=O)=O)CC31CCN(Cc2nccs2)CC1	-9
COC(=O)c1[nH]c2cc(OC)c(OC)cc2c1NC(=O)Oc1ccccc1	-35
COc1ccccc1Nc1ncc(C(=O)Nc2ccc(OC)c(OC)c2)c2ccccc12	-3
Cc1ccc(N2C(=O)C3CC(c4ccccc4)=C4C5C=CC(C6C(=O)N(c7ccc(C)cc7)C(=O)C56)C4C3C2=O)cc1 (centres undefined)	30
O=C(Nc1ccc([N+](=O)[O-])cn1)C1CC2CCC1C2 (centres undefined)	-14
O=C(NC(=S)NC1CCSC1=O)c1ccccc1F (centres undefined)	-1
N/C(=N\OC(=O)Cc1ccccc1)c1ccccn1	-24
CC(C)[C@H](NC(=O)c1cccc(S(=O)(=O)N2CCOCC2)c1)C(=O)Nc1nc2ccccc2s1	-29
O=C(CCc1ccccc1)NNC(=O)c1ccc(NC(=O)c2ccccc2)cc1	5
CCOC(=O)c1c(-c2ccccc2)csc1NC(=O)CSc1ccccc1	-10
COc1cccc(S(=O)(=O)N2CCCCN3[C@H](C2)[C@H](c2ccc(-c4cncnc4)cc2)[C@@H]3CO)c1	5
Cc1cccc(C(=O)N2CCN(c3ncnc4c3cnn4-c3ccccc3)CC2)c1	10
COc1cccc(NCc2cc(=O)oc3cc(-c4ccccc4)c(O)cc23)c1	-26
Cc1ccc(S(=O)(=O)/N=S(\C)C(C)C)cc1 (centres undefined)	4
CCSc1nc(=S)n(-c2ccccc2)c(C)c1C(C)=O	26
COc1ccc2c3c(n(C)c2c1)[C@@H](CO)N(C(=O)c1cccnc1)CC31CN(C)C1	1
CN1CCN(C(=O)C23CC4CC(CC(C4)C2)C3)CC1	-10
(more compounds)
SMILES	LGR2 antag
COC(=O)c1cc(COc2ccc3oc(C)c(C(=O)OC(C)C)c3c2)c(C)o1	16
CCOC(=O)C(/C=C(\C#N)C(=O)OCC)=C(/N)N1CCN(c2c(C)cccc2C)CC1	6
CC1CN(C(=O)c2c(Br)cnn2C)CC(C)O1 (centres undefined)	-8
CCCn1c(SCc2ccon2)nc2ccccc2c1=O	-35
Cc1c(N=CN2CCOCC2)c(=O)n(C)c(=O)n1C	26
Cc1ccc(NS(=O)(=O)c2cc(NC(=O)C(C)Oc3ccccc3)ccc2C)c(C)c1 (centres undefined)	-6
COc1ccc(S(=O)(=O)Nc2cc(C(=O)NC(C)C)ccc2N2CCOCC2)cc1	15
COc1ccc(CN(C(=O)c2cccs2)C(C(=O)NC2CCCCC2)c2ccc3ncccc3c2)cc1 (centres undefined)	?
CCOC(=O)C(C(=O)c1ccccc1)C1CC(C)NC(=S)N1 (centres undefined)	4
CCOC(=O)CC(NC(=O)c1cc2cc(Br)ccc2oc1=O)c1cccc([N+](=O)[O-])c1 (centres undefined)	1
Cn1nc(N)c2c(-c3ccc(Cl)cc3)c(C#N)c(N)nc21	2
Cc1ncc(CO)c(/C=N/N=C/c2ccccc2O)c1O	-53
Oc1cnn(-c2ccccc2)c1	-10
Cc1ccc(NC2=NCC(=O)N2Cc2ccc3c(c2)OCO3)cc1	-9
COc1ccc(C(=O)CN(Cc2ccccc2)C2=NCCS2)cc1	-11
Cc1cc(=O)[nH]c(Nc2ccc(C(=O)OC(C)C)cc2)n1	-5
CC1=Nc2cc(C(=O)NCc3ccco3)ccc2Sc2ccc(C)cc21	-5
CCCOC(=O)c1ccc(Nc2nc(C)cc(=O)[nH]2)cc1	-14
CNc1ccccc(C(=O)/C=C/c2ccccc2OC)c1=O	-6
CCCC(=O)NC(c1ccccc1Cl)c1c(O)ccc2ccccc12 (centres undefined)	23
COC(=O)c1nc(NC(=O)c2ccc(Br)cc2)n[nH]1	8
CCc1ccccc1N1C(=O)c2ccccc2S1(=O)=O	9
O=P(c1ccccc1)(c1ccccc1)N(c1ccccc1)c1ccccc1	12
O=C(c1cccnc1)N1CCCCN2[C@H](CO)[C@@H](c3ccc(C#Cc4cccnc4)cc3)[C@@H]2C1	-9
COc1cc(C(=O)Nc2ccc([N+](=O)[O-])cn2)cc(OC)c1OC	-2

Ordered by molecular weight (rising): part of the list above.
SMILES	LGR2 antag
Cc1ccc(S(=O)(=O)/N=S(\C)C(C)C)cc1 (centres undefined)	4
Cc1cc(=O)[nH]c(Nc2ccc(C(=O)OC(C)C)cc2)n1	-5
Cc1nnc(N2C(=O)c3cccc4cccc(c34)C2=O)s1	11
O=C(NC(=S)NC1CCSC1=O)c1ccccc1F (centres undefined)	-1
Clc1ccccc1-c1nc2ccccc2c2nc3ccccc3n12	-10
Cc1cccc(C(=O)N2CCN(c3ncnc4c3cnn4-c3ccccc3)CC2)c1	10
Cc1ccc(NS(=O)(=O)c2cc(NC(=O)C(C)Oc3ccccc3)ccc2C)c(C)c1 (centres undefined)	-6

Structures above that contain bromine (3):
SMILES	LGR2 antag
CC1CN(C(=O)c2c(Br)cnn2C)CC(C)O1 (centres undefined)	-8
CCOC(=O)CC(NC(=O)c1cc2cc(Br)ccc2oc1=O)c1cccc([N+](=O)[O-])c1 (centres undefined)	1
COC(=O)c1nc(NC(=O)c2ccc(Br)cc2)n[nH]1	8

Remaining list, next part:
SMILES	LGR2 antag
Cc1cc(OCCCC(=O)N2CCCCC2)cc(C)c1Cl	6
Oc1ccccc1C=NC(c1ccccc1)C(O)c1ccccc1 (centres undefined)	-3
COc1ccc(NS(=O)(=O)c2ccc(NC(=S)NC(=O)/C=C/c3ccccc3)cc2)nn1	21
CCC(=O)N1CCC2(CC1)CN(C(=O)NC1CCCC1)[C@H](CO)c1c2c2ccc(OC)cc2n1C	-10
O=S(=O)(Nc1ccc(F)cc1)c1ccc(NC(=S)Nc2ccccc2)cc1	-22
C/C(=N\NC(=O)Cn1c(C)nc2ccccc21)c1cccs1	-9
O=C(C[n+]1ccc(-c2nnc3n2CCC3)cc1)c1ccc(Cl)cc1	16
Cc1ccccc1Nc1nc(N)nc(CSc2nc3ccccc3c(=O)n2C)n1	15
CSCc1ccc(C(=O)NCc2ccccc2)cc1	-10
O=C1NN(c2ccccc2)C(=O)/C1=C/c1coc2ccccc2c1=O	-39
CCOP(=O)(OCC)C(NCc1ccccc1)c1ccc(Br)cc1 (centres undefined)	18
O=C1c2ccccc2NC(c2cccnc2)N1c1ccccc1F (centres undefined)	7
CCCC[N+](C)(C)CCC(=O)NC(C)(C)CS(=O)(=O)[O-]	-1
CN(C)CCCN(C(=O)CCc1ccccc1)c1nc2ccc(F)cc2s1	-18
O=C(Nc1ccccc1)N1CCCCN2[C@@H](CO)[C@H](c3ccc(-c4ccccc4F)cc3)[C@@H]2C1	6
C/C(=N\NC(=O)C1(C)CC1(Br)Br)c1ccc(NC(=O)c2ccc(C)o2)cc1 (centres undefined)	-7
COC(=O)c1ccccc1Sc1c(/C=N/OC(=O)c2ccccc2)c(C(F)(F)F)nn1C	-3
N#Cc1ccccc1Cn1c(=O)n(CCC(=O)NCc2ccco2)c(=O)c2ccccc21	0
CC(C)(C)OC(=O)NCC(=O)NCC(=O)OCc1ccccc1	-23
COCC(=O)N1CCC2(CC1)CN(C(=O)COC)[C@H](CO)c1c2c2ccc(OC)cc2n1C	-4
CCOC(=O)c1c(NC(=O)Nc2ccccc2)sc(C)c1C	0
COc1ccc2c3c([nH]c2c1)[C@H](CO)N(Cc1ccccc1OC)CC31CN(S(C)(=O)=O)C1	-9
Cc1csc(NC(=O)/C=C/c2ccco2)n1	-68
O=C1CN(S(=O)(=O)c2ccccc2)C[C@@H]2[C@@H](c3ccc(C#Cc4ccccc4)cc3)[C@@H](CO)N12	31
O=c1[nH]c(Nc2ccccc2)cc2ccccc12	20
Next part.
SMILES	LGR2 antag
C[C@H](CO)N1C[C@H](C)[C@H](CN(C)C(=O)NC2CCCCC2)Oc2ccc(NC(=O)CCCCCC(=O)Nc3ccccc3N)cc2C1=O	14
CCc1cc2ccccc2nc1SCC(=O)Nc1cc(OC)c(OC)cc1C(=O)O	12
CCN(CC)C(=O)c1sc2nc(-c3cccs3)cc(-c3ccc(Cl)cc3)c2c1N	-9
c1ccc(CSc2ccc(-c3cccs3)nn2)cc1	-51
CC1CCCCC1NC(=O)CSCC(=O)O (centres undefined)	8
C[C@H](CO)N1C[C@H](C)[C@H](CN(C)Cc2ccc(C(=O)Nc3ccccc3N)cc2)Oc2ccc(NC(=O)Cc3cn(C)c4ccccc34)cc2CC1=O	-24
COc1cccc(CN2C(=O)c3cccc(N)c3C2=O)c1	-21
COc1ccc(C(=O)/C=C/Nc2ccc([N+](=O)[O-])cc2)cc1	-23
CC(=O)N1CCCCN2[C@H](CO)[C@H](c3ccc(-c4ccc(F)cc4)cc3)[C@H]2C1	-2
O=C(CCc1ccccc1)N1CCCN(C(=O)CCc2ccccc2)CC1	6
COc1ccc([N+](=O)[O-])c2c(=O)ccoc12	-8
CCOC(=O)C1=C(C)N=C2SCCC(=O)N2C1c1ccc(C(=O)OC)cc1 (centres undefined)	13
COc1ccc(/C=C\C(=O)Oc2cccc(/C=N/NC(=O)Cc3ccc(OC)c(OC)c3)c2)cc1	-62
CCC(=O)Nc1cccc(-c2cn3ccccc3n2)c1	-17
O=C(Nc1cc(F)cc(F)c1)c1ccc(NCCc2ccccc2)c([N+](=O)[O-])c1	20
COc1ccc2c3c([nH]c2c1)[C@H](CO)N(C(=O)C1CCCC1)CC31CN(Cc2cccc(F)c2)C1	-13
COc1ccc2c3c(n(C)c2c1)[C@H](CO)N(C(=O)CN1CCOCC1)CC31CN(C(=O)C2CC2)C1	-2
COc1ccc2c3c([nH]c2c1)[C@@H](CO)N(C(=O)NC(C)C)CC31CCN(C(=O)NC2CCCC2)CC1	-4
Cc1ccnc(NS(=O)(=O)c2ccc(N3C(=O)c4c(Cl)c(Cl)c(Cl)c(Cl)c4C3=O)cc2)n1	-12
Cc1nnc(SCCN2CCOCC2)c2nn(-c3ccccc3F)c(C)c12	4
Cc1ccc(N(CC(=O)N2CCN(C3CCCCC3)CC2)S(=O)(=O)c2cccnc2)cc1	13
Cc1ncc(C[n+]2csc(CCOC(=O)CC34CC5CC(CC(C5)C3)C4)c2C)c(N)n1	-6
COCC(=O)N1CC2(C1)CN(C(=O)c1ccccn1)[C@@H](CO)c1c2c2ccc(OC)cc2n1C	4
CC(=O)Nc1cc(C)c(S(C)(=O)=O)c(C)c1	4
COC(=O)NNC(=S)NCc1ccccc1	10
(more compounds)
SMILES	LGR2 antag
COc1ccccc1CNC(=O)CC(NS(=O)(=O)c1ccc(C)cc1)c1ccco1 (centres undefined)	-5
O=C1NCC(O)=C1C=NCCO	3
Cc1ccc(N2NC(=O)/C(=C\c3cc4c(cc3[N+](=O)[O-])OCO4)C2=O)cc1C	-1
CC(C)(C)c1ccc(-c2nc(NCc3cccnc3)c3ccccc3n2)cc1	-41
O=C(CSc1ncnc2c1cnn2-c1ccccc1)Nc1ccc2c(c1)OCO2	20
COc1ccc(C2=NCCn3cccc32)c(OC)c1	-4
O=C(CSc1cccc[n+]1[O-])Nc1cc(S(=O)(=O)N2CCOCC2)ccc1Cl	-7
COc1ccc(Oc2nc(C(F)(F)F)nc3ccccc23)cc1	-1
CC(=O)Oc1ccc(-c2cccc(C(=O)OCC(=O)Nc3ccccc3Oc3ccccc3)c2)cc1	-11
CCS(=O)(=O)N1N=C(c2ccccc2)CC1c1ccc2nccnc2c1 (centres undefined)	-3
O=C1OC(/C=C/c2ccc(Cl)cc2)=NC/1=C/c1ccco1	-9

Three of the compounds above, comma-delimited:
SMILES,LGR2 antag
COc1cccc(NCc2cc(=O)oc3cc(-c4ccccc4)c(O)cc23)c1,-26
COc1ccc2c3c(n(C)c2c1)[C@H](CO)N(C(=O)CN1CCOCC1)CC31CN(C(=O)C2CC2)C1,-2
O=C(CSc1cccc[n+]1[O-])Nc1cc(S(=O)(=O)N2CCOCC2)ccc1Cl,-7

Given bar-delimited: entries from further up.
SMILES | LGR2 antag
COc1ccc(C(=O)/C=C/Nc2ccc([N+](=O)[O-])cc2)cc1 | -23
CC(=O)N1CCCCN2[C@H](CO)[C@H](c3ccc(-c4ccc(F)cc4)cc3)[C@H]2C1 | -2
